EPAC1 ag: EPAC1 (human) agonism; O95398; Potency, µM (doses to about 154 µM), inactives show at the top dose activation, most hits filed as activators; 0.073% of 360,000 active; EPAC1 agonist qHTS, biochemical assay; response scale: 100% = response to 6.5 mM cAMP; note: potency is the fitted concentration of half-maximal effect; nearly all actives have a fitted effect of over 60% in size
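Compounds were pinned as a concentration titration into mixtures of EPAC1 (100 nM), BODIPY-GDP-loaded Rap1B (250 nM) and GDP (50 uM). After 5 min at room temperature, fluorescence was followed for 30 min; activity was scaled to 6.5 mM cAMP.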
EPAC1 antag: EPAC1 (human) antagonism. O95398. EPAC1 GEF assay, Rap1b-BODIPY-GDP exchange fluorescence. Potency, µM (doses to about 115 µM), without a hit: top-dose activity change, negative = inhibition, most hits filed as inhibitors. 0.14% of 360,000 active;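 note: potency is the fitted concentration of half-maximal effect; plate controls were vehicle for no effect and positive control for full effect; nearly all actives have a fitted effect of over 50% in size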
WRN inhibitor: WRN helicase (human) inhibition; 0.46% of 360,000 active; WRN helicase unwinding, fluorescent forked duplex, kinetic; Potency, µM (titrated, usually from 114 µM), without a hit: at the top dose activity change, negative = inhibition, actives largely listed as inhibitors; Q14191; note: potency is the fitted concentration of half-maximal effect; % is set by controls: 0 for no effect and ±100 for the full control effect; nearly all actives have a fitted effect of over 55% in size
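Enzyme (20 nM final) and test compound sit together 15 min at room temperature before substrate addition. Substrate is a single-forked duplex oligonucleotide (100 nM) labelled with fluorophore and quencher, with 2 mM ATP; helicase unwinding raises red fluorescence, read kinetically.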
EPAC2 ag: activates human EPAC2 exchange factor; Potency, µM (doses to about 154 µM), for the others: top-dose activation, usual class: activators; AID 720711; EPAC2 activation, biochemical qHTS; response scale: 100% = 6.5 mM cAMP response; 0.079% of 360,000 active; note: potency is the fitted concentration of half-maximal effect; nearly all actives have a fitted effect of over 50% in size
Target sequence (Q8WZA2 whole entry, looked up): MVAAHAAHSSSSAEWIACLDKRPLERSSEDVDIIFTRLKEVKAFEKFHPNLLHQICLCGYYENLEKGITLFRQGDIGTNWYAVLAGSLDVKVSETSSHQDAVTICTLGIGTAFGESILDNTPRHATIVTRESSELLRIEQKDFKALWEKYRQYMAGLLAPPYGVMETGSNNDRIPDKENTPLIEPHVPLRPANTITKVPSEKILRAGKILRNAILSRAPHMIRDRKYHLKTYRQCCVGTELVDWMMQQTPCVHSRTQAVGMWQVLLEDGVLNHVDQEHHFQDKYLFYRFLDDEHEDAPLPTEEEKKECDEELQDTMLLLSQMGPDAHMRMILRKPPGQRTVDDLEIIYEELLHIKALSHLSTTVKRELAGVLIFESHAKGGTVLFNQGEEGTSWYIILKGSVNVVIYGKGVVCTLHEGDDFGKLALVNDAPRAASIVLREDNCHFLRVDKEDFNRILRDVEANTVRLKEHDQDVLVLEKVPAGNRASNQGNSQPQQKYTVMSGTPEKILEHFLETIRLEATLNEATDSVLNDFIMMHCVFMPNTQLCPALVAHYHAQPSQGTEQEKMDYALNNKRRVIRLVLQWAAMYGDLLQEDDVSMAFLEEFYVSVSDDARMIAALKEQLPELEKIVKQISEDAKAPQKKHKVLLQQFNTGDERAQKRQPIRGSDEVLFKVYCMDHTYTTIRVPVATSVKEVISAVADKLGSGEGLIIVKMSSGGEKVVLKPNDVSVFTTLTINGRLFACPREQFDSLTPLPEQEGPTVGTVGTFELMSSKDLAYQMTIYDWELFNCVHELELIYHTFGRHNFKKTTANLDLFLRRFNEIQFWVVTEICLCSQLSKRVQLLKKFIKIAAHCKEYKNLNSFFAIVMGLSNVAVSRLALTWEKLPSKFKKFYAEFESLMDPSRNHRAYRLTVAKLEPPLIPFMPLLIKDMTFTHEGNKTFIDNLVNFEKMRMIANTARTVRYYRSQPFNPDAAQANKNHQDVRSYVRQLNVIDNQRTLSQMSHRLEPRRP
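Fluorescence exchange assay: 100 nM EPAC2 with 250 nM RAP1B-BODIPY-GDP and 50 uM GDP; compounds tested as a concentration-titration series (qHTS). Loss of Rap1-bound BODIPY-GDP fluorescence read at 480/540 nm; data normalized to 6.5 mM cAMP.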
PLK1 PBD inh: inhibitors of human PLK1 polo-box domain binding; 2.8% of 360,000 active; Plk1 PBD binding of FITC phosphopeptide, fluorescence polarization; Potency, µM, for the others: max response, negative = inhibition, usual class: inhibitors; note: potency is the fitted concentration of half-maximal effect; series mostly up to about 57 µM; % is set by controls: 0 for no effect and ±100 for the full control effect; nearly all actives have a fitted effect of over 65% in size
PI5P4K alpha inh: PI5P4K alpha (human) kinase inhibition. PI5P4Kalpha enzyme, ADP-Glo luminescence, 60 min; hits give low values. max response, %. 1.2% of 330,000 active; active = max response of -50% or lower; inconclusive = between -30% and -50%; inactive = -30% or higher; note: value at the top dose of about 77 µM; % is set by controls: 0 for no effect and ±100 for the full control effect
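ADP-Glo luminescence end-point read after a 60 min room-temperature kinase reaction of PI5P4Kalpha plus substrate, initiated with ATP at 5 microM final. Buffer: 0.038 M HEPES pH 7.4, EGTA, 0.1% CHAPS, 5% DMSO.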
CCT chaperon mod: modulators of cytosolic chaperonin (CCT/TRiC) activity; purified chaperonin ATPase assay, HTRF ADP detection, 30 min; activity change, % (test concentration not listed), hits read low; 0.3% of 360,000 active; AID 651819; in the data active = activity change below about -30%; note: % is set by controls: 0 for no effect and ±100 for the full control effect
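Enzyme 40 or 20 nM (batch-dependent) in Tris pH 7.4/KCl/MgCl2/DTT; cpd 76 uM single point; ATP 10 uM; 30 min 37 °C; Transcreener ADP HTRF detection, 30 min RT; ratio 665/615.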
IL-2 act: activates IL-2 in a cell-based reporter assay. 0.065% of 360,000 active. IL-2 activation reporter assay, cell-based qHTS; stimulated with anti-CD3/CD4/CD28 beads; in transgenic mouse T cells. activation, % (series mostly up to about 46 µM). AID 652025; in the data active = activation above about 50%; inconclusive = mostly about 30% to 49%; note: 0% is about no effect
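Screening format: compound pinned onto unstimulated transgenic mouse T cells, 60 min incubation, then anti-CD3/anti-CD4/anti-CD28 bead stimulation for 18 hours at 37 degrees C, followed by EGFP and DsRed detection.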
Active calls of the source: *; ? = inconclusive; · = no result given; [ ] = remark or other dose. Unless noted, calls come from the whole dose curve; as a rule, active = well fitted curve in the direction sought with a large enough effect; inconclusive = small, poorly fitted or top-dose-only effect, or another doubt; inactive = no such curve, though single readings can be large; an effect the other way counts as inactive or inconclusive. Some of the compounds tested (hit frequency here may not be typical).

1. CCc1nnc(NC(=O)c2ccc(Cl)nc2)s1
2. O=C(c1ccc2c(c1)OCO2)C1CCCN(Cc2ccc(OC(F)F)cc2)C1 (stereo not given)
3. CN(C)S(=O)(=O)c1cc(NC(=O)CN2CCN(c3ccccc3)CC2)ccc1Cl
4. COc1cccc(NC(=O)CN(C)C(=O)c2ccc(-c3ccccc3Cl)o2)c1
5. O=C1NC[C@H](CCCCN2C[C@H](Cc3ccccc3)N(CC3CCCCC3)C(=O)C2=O)N(CCC2CCCCC2)C1=O
6. COc1cccc(NC(=O)c2nnn(CC(=O)Nc3cc(C)cc(C)c3)c2N)c1
7. O=C1CC(Sc2ncccn2)C(=O)N1c1ccccc1 (stereo not given)
8. Cc1ccc(Nc2nc3ccccc3n3nnnc23)cc1

compound no.,1,2,3,4,5,6,7,8
EPAC1 ag,5.4%,9.5%,11.7%,21.0%,10.2%,8.6%,-9.8%,-2.4%
EPAC1 antag,0.4%,-8.4%,-26.2%,-13.4%,-5.5%,-4.8%,4.9%,-27.1%
WRN inhibitor,-4.3%,-5.5%,-7.7%,-12.7%,-6.9%,-13.2%,8.4%,-2.3%
EPAC2 ag,2.9%,15.6%,12.9%,15.4%,-1.2%,-5.0%,2.6%,1.2%
PLK1 PBD inh,-13.2%,-9.8%,-7.2%,-6.2%,-13.1%,26.7µM*,-2.6%,-26.0%
PI5P4K alpha inh,-6.5,4.8,-1.0,-5.0,-0.8,-16.2,0.2,1.7
CCT chaperon mod,-1.6,-3.0,0.7,0.3,0.9,1.3,1.1,-1.3
IL-2 act,-0.1,-0.6,-1.1,-0.8,-0.1,0.2,-2.7,-1.1

9. CN(CC(=O)c1c(N)n(C)c(=O)n(C)c1=O)c1ccccc1
10. CCOC(=O)[C@@H]1[C@H]2COc3ccccc3[C@@H]2N2C(=O)N(c3ccc(Br)cc3)C(=O)[C@]12C
11. CS(=O)(=O)NNC(=O)c1sccc1OCc1ncc(C(F)(F)F)cc1Cl
12. CCOc1ccc(-n2c(SCC(=O)Nc3ccccc3C)n[nH]c2=O)cc1
13. O=C(Nc1ccc(-c2nc3cccnc3s2)cc1)c1ccc(Br)o1
14. CC(C)(C(=O)O)n1cncn1
15. CN(C)C(=O)C(=O)c1cccn1-c1cccc(Cl)c1C#N
16. COc1cccc(NC(=O)COc2coc(CN3CCN(c4ccccc4)CC3)cc2=O)c1

compound no.,9,10,11,12,13,14,15,16
EPAC1 ag,7.0%,2.6%,-5.6%,0.3%,-0.1%,11.6%,2.0%,-2.0%
EPAC1 antag,9.7%,?,-6.3%,-1.0%,-5.9%,-10.5%,-13.6%,-27.4%
WRN inhibitor,-8.0%,6.8%,-2.4%,-1.7%,-14.0%,?,-0.4%,-15.4%
EPAC2 ag,-10.0%,16.7%,5.3%,10.1%,7.9%,?,11.5%,0.1%
PLK1 PBD inh,3.4%,-7.5%,3.5%,-10.9%,-17.2%,-18.7%,-19.3%,-5.8%
PI5P4K alpha inh,1.0,0.0,0.2,·,3.3,-1.8,0.7,-0.8
CCT chaperon mod,-5.9,-2.6,-1.1,-4.1,-2.7,-0.8,-3.5,0.7
IL-2 act,1.0,-0.1,-1.6,0.4,-2.0,-0.9,-1.7,-1.8

17. COCCNC(=O)c1c(N)n(/N=C/c2cccs2)c2nc3ccccc3nc12
18. Cc1ccc(Nc2nc3ccccc3c(=O)s2)cc1C
19. Cc1cccc(NNC(=O)C2CCC2)c1
20. O=C(CN(Cc1cccs1)S(=O)(=O)c1ccc(S(=O)(=O)N2CCCCC2)cc1)Nc1ccccc1
21. CC1=C(CC(=O)c2ccc(Cl)cc2)C(=O)c2ccccc2C1=O
22. CCCN(C(=O)c1cc(S(=O)(=O)N2CCN(CC)CC2)ccc1Cl)C1CCS(=O)(=O)C1 (stereo not given)
23. CC(Sc1nc(N)c2c3c(sc2n1)CSC(C)(C)C3)C(=O)Nc1ccccc1 (stereo not given)
24. Cc1ccc(CNCC(=O)Nc2ccc(N3CCOCC3)cc2)cc1

compound no.,17,18,19,20,21,22,23,24
EPAC1 ag,-0.9%,-10.0%,-10.3%,3.2%,8.9%,-5.6%,5.5%,10.3%
EPAC1 antag,-1.4%,-13.3%,-9.3%,-12.7%,-9.2%,8.1%,-7.7%,-20.1%
WRN inhibitor,6.7%[57.1 µM],-9.1%,1.6%,-0.3%,-15.3%,-1.3%,-17.9%,-6.1%
EPAC2 ag,5.4%,-7.3%,7.6%,14.9%,7.3%,-2.7%,5.3%,9.3%
PLK1 PBD inh,-3.5%,-1.8%,1.1%,-9.8%,?,6.5%,8.44µM*,-0.5%
PI5P4K alpha inh,2.5,12.9,6.9,0.1,·,3.7,-14.9,-4.8
CCT chaperon mod,-2.4,0.6,0.7,-1.0,0.1,0.5,-1.2,-4.9
IL-2 act,-2.2,0.0,-0.5,-0.6,-1.0,2.7,-0.5,3.6

25. O=S(=O)(c1cccc(NC(=S)N2CCN(c3cccc(Cl)c3)CC2)c1)C(F)F
26. CCOc1ccc2nc(N(CCCN(C)C)C(=O)c3ccc(S(=O)(=O)N4CCCC4)cc3)sc2c1
27. COCCn1c(N)c(Sc2ccc(Cl)cc2)c(=O)[nH]c1=O
28. CCc1nc(SCC(=O)Nc2ccc3c(c2)OCCO3)c2oc3ccccc3c2n1
29. CCCCCCC(=O)Nc1nc(C)c(-c2csc(Nc3cc(Cl)ccc3C)n2)s1
30. O=C(NC1CC1)c1ccc(NC(=O)C2CCC2)cc1
31. COc1ccc(Cl)cc1NC(=O)CC1CCCC1
32. COc1cc(/C=C/C(=O)OCC(=O)N2CCCc3ccccc32)ccc1OCC#N

compound no.,25,26,27,28,29,30,31,32
EPAC1 ag,9.9%,2.9%,4.3%,-3.9%,-36.8%[inhibitor],-11.9%,3.2%,5.5%
EPAC1 antag,-22.9%,-24.6%,21.9%,2.4%,-23.4%,?,-13.8%,-19.1%
WRN inhibitor,-4.3%[57.1 µM],7.3%,0.4%,-28.7%,-11.4%,-0.9%,-7.5%,-0.2%
EPAC2 ag,9.8%,6.3%,3.0%,-11.0%,0.7%,1.9%,7.9%,2.0%
PLK1 PBD inh,-3.5%,-21.8%,6.0%,-6.3%,-28.6%,18.9µM*,0.7%,4.2%
PI5P4K alpha inh,1.8,-1.4,-0.1,-1.7,-15.8,-51.3*,3.5,-2.6
CCT chaperon mod,-1.0,-3.9,0.4,-3.3,-4.5,-0.2,0.2,0.0
IL-2 act,-4.5,-0.8,0.4,-5.0,0.6,-0.2,-0.2,0.0

Complete entries from above. Values in the order: EPAC1 ag | EPAC1 antag | WRN inhibitor | EPAC2 ag | PLK1 PBD inh | PI5P4K alpha inh | CCT chaperon mod | IL-2 act
COc1cc(/C=C/C(=O)OCC(=O)N2CCCc3ccccc32)ccc1OCC#N is entered as 5.5% | -19.1% | -0.2% | 2.0% | 4.2% | -2.6 | 0.0 | 0.0
CCOc1ccc2nc(N(CCCN(C)C)C(=O)c3ccc(S(=O)(=O)N4CCCC4)cc3)sc2c1 is entered as 2.9% | -24.6% | 7.3% | 6.3% | -21.8% | -1.4 | -3.9 | -0.8
CCc1nc(SCC(=O)Nc2ccc3c(c2)OCCO3)c2oc3ccccc3c2n1 is entered as -3.9% | 2.4% | -28.7% | -11.0% | -6.3% | -1.7 | -3.3 | -5.0
COCCn1c(N)c(Sc2ccc(Cl)cc2)c(=O)[nH]c1=O is entered as 4.3% | 21.9% | 0.4% | 3.0% | 6.0% | -0.1 | 0.4 | 0.4
CCCCCCC(=O)Nc1nc(C)c(-c2csc(Nc3cc(Cl)ccc3C)n2)s1 is entered as -36.8%[inhibitor] | -23.4% | -11.4% | 0.7% | -28.6% | -15.8 | -4.5 | 0.6

Next entries follow.
33. COc1ccc(C(=O)Nc2ccc(S(=O)(=O)N3CCCC3)cc2)cc1
34. Nc1nnc(SCC(=O)Nc2ccc3c(c2)OCCO3)s1
35. COc1cc(C(=O)NCC(=O)N/N=C/c2c(C)[nH]c3ccccc23)cc(OC)c1OC
36. Nc1cc(C(=O)OCC(=O)NCC2CCCO2)ccc1Cl (stereo not given)
37. OCCN1CCN(c2ncnc3nc[nH]c23)CC1
38. COc1ccccc1CNCc1ccc(OC)c(OC)c1OC
39. COc1ccc(-n2c(O)c(/C=N/n3cnnc3)c3ccccc3c2=O)cc1
40. Cc1ccc(SCc2c(C(=O)N/N=C/c3cccnc3)nnn2-c2nonc2N)cc1

compound no.,33,34,35,36,37,38,39,40
EPAC1 ag,9.7%,-2.1%,3.5%,-4.7%,-9.4%,6.0%,-6.2%,6.8%
EPAC1 antag,-8.9%,-9.7%,-10.1%,11.1%,-7.8%,2.8%,-2.8%,-25.7%
WRN inhibitor,-4.5%,-0.1%,-1.2%,7.4%,1.0%,-4.0%,-13.2%,-1.5%
EPAC2 ag,15.7%,12.7%,1.2%,-0.8%,7.0%,3.3%,-3.6%,-7.4%
PLK1 PBD inh,-11.4%,-9.7%,-1.1%,3.8%,-3.2%,-1.6%,-7.1%,-11.3%
PI5P4K alpha inh,-7.1,-0.9,1.6,·,-2.7,·,-10.5,0.9
CCT chaperon mod,-3.9,-1.4,-0.7,-0.3,-1.8,-0.9,-2.7,0.9
IL-2 act,3.3,1.8,0.6,0.6,-0.6,-2.0,5.4,-1.3

41. N#Cc1nc(COc2ccc(Cl)cc2Cl)oc1N1CCN(c2ccccc2)CC1
42. CC(=O)Nc1nnc(S(=O)(=O)N2CCN(c3ccc(Cl)cc3[N+](=O)[O-])CC2)s1
43. COc1ccc(OC)c2c1C(=O)C(Cl)=C(Cl)C2=O
44. CCOc1cccc(-c2c(C(=O)N/N=C/c3c(F)cccc3Cl)nnn2-c2nonc2N)c1
45. Cc1ccc(C(=O)CSc2nnc(-c3snnc3C)n2C2CC2)cc1

compound no.,41,42,43,44,45
EPAC1 ag,-2.1%,-8.8%,-8.8%,9.0%,0.9%
EPAC1 antag,19.1%,7.9%,-16.7%,?,-6.6%
WRN inhibitor,0.3%,0.3%[57.1 µM],-29.9%[11.6 µM],-9.9%,-7.3%
EPAC2 ag,-1.5%,7.9%,-0.3%,9.6%,12.6%
PLK1 PBD inh,-4.4%,-24.5%,2.12µM*,-9.6%,2.7%
PI5P4K alpha inh,·,-2.4,-101.8*,2.8,-2.1
CCT chaperon mod,-0.5,-1.2,1.3,-0.3,1.3
IL-2 act,-1.8,-1.7,-3.5,-2.1,-0.6

From PubChem BioAssay
